Assay outcomes (PubChem)
PI4K2A inh = qHTS for small molecular inhibitors of PI4K2A | purified PI4K2A, ADP-Glo luminescence, 1 h; active compounds read low | activity change, negative = inhibition, % at 76.9 µM | hit rate 0.13% among 420,000; in the data active means activity change below about -50%; inconclusive means mostly about -30% to -49%;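 further: -100% = wells without enzyme as full effect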
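In this quantitative HTS, ADP production by PI4K2A was quantified luminescently after 1 h at ambient temperature; 100 microM adenosine served as plate-quality control.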
JMJD2A Tudor = qHTS Assay for Inhibitors of JMJD2A-Tudor Domain | Potency, µM (titrated, usually from 114 µM), for inactives: at the top dose activity change, negative = inhibition, most hits filed as inhibitors | AID 504339, 2011 | AlphaScreen JMJD2A-Tudor / H3K4me3 peptide binding | hit rate 4.4% among 390,000; further: potency means the concentration at half of the fitted maximal effect; on the % scale 0 is the no-effect control and ±100 the full control effect; nearly all actives have a fitted effect of over 50% in size
G9a block = qHTS Assay for Inhibitors of Histone Lysine Methyltransferase G9a; AID 504332, 2011; Histone-lysine N-methyltransferase EHMT2 (Homo sapiens), Q96KQ7; G9a H3K9 monomethylation, AlphaScreen, 2 h; hit rate 8.8% among 350,000; Potency, µM (top dose mostly 102 µM), inactives show at the highest dose activity, negative = inhibition, hits mostly inhibitors; further: potency means the concentration at half of the fitted maximal effect; on the % scale 0 is the no-effect control and ±100 the full control effect; nearly all actives have a fitted effect of over 75% in size
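AlphaScreen read-out: biotin-H3K9 peptide (500 nM) methylation by 20 nM enzyme with 20 uM SAM, 2 h at room temperature after 15 min compound preincubation; anti-monomethyl H3K9 antibody plus donor/acceptor beads, 10 min dark.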
ERG-DNA inh = qHTS for Small Molecule Inhibitors of the ERG Ets/DNA interaction; fluorescence polarization, His-ERG Ets domain / labelled DNA; Potency, µM (doses to about 76.9 µM), for the others: top-dose FP activity, negative = inhibition, usual class: inhibitors; hit rate 0.028% among 370,000; AID 624246, 2012; active means well fitted inhibition curve with a large enough effect in the polarisation, with a control signal flat; inconclusive means small, poorly fitted or top-dose-only effect, or effect the other way, or a change in a side signal; inactive means no such curve, though single readings can be large or run the other way; the % refers to the polarisation;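 further: polarization taken with two DNA probes labelled with fluorescein and Texas red; potency means the concentration at half of the fitted maximal effect; % of control where 0% means no effect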
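His-tagged ERG Ets domain (1 uM in the protein solution; 300mM KCl, 50mM Tris-HCl, 1mM EDTA, 1mM DTT, pH 7.5) received compound, then a probe mix of 5 nM fluorescein-DNA and 100nM Texas-615-DNA. Fluorescence polarization was read for both dyes.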
GLS inhibitor = qHTS for Inhibitors of Glutaminase (GLS) | Glutaminase kidney isoform, mitochondrial (Homo sapiens), O94925 | GLS enzymatic activity, qHTS titration | Potency, µM (top dose mostly 45.5 µM), for inactives: at the highest dose activity change, negative = inhibition, usual class: inhibitors | hit rate 0.21% among 410,000 | AID 624170, 2012; further: potency means the concentration at half of the fitted maximal effect; on the % scale 0 is the no-effect control and ±100 the full control effect
Target sequence (O94925 whole entry, looked up, canonical isoform): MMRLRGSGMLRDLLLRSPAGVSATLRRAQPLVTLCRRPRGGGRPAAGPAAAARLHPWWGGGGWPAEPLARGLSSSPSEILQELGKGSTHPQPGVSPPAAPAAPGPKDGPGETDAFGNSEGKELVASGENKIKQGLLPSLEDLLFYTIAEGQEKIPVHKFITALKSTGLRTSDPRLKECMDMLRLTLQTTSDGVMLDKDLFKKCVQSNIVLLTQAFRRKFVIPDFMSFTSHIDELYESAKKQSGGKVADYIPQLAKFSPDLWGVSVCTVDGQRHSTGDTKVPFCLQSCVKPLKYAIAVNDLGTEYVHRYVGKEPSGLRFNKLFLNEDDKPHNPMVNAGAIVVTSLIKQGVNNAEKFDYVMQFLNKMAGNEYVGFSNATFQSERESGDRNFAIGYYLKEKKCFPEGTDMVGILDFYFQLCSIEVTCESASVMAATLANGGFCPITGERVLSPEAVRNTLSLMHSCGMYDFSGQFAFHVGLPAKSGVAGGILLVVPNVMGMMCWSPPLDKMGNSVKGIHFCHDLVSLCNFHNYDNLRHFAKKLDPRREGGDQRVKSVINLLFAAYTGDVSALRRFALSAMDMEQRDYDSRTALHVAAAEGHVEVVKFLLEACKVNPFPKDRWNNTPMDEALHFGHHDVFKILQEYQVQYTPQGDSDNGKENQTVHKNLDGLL
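Enzyme dispensed in phosphate buffer (45 mM, pH 8.2, 0.02% Tween-20), compounds pinned in, then 1 mM L-glutamine solution and the glutamate oxidase–HRP–Amplex Red mix added; fluorescence read immediately and again after 30 min at room temperature.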
RGS4 inh = Inhibitors of Regulator of G Protein Signaling (RGS) 4: qHTS; Transcreener GDP fluorescence polarization, RGS4-accelerated GTP hydrolysis; Potency, µM (series often up to 114 µM), for the others: top-dose activity change, negative = inhibition, hits mostly inhibitors; hit rate 0.039% among 390,000; further: potency means the concentration at half of the fitted maximal effect; on the % scale 0 is the no-effect control and ±100 the full control effect; nearly all actives have a fitted effect of over 75% in size; some results filed as inactive show a strong effect at the top dose
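MLSMR compounds (23 nl, pin-transferred) preincubated 10 min at room temperature with a 500nM (2x) first reagent, then RGS4 at 900nM (2x) plus Transcreener GDP mix added; fluorescence polarization (620/688 nm) read before and after 90 min at 30 °C.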
HP1b binding inh = HTS for Inhibitors of HP1-beta Chromodomain Interactions with Methylated Histone Tails | Chromobox protein homolog 1 (Homo sapiens), P83916 | AlphaScreen HP1-beta / biotin-H3K9me3 peptide binding | Potency, µM (titrated, usually from 114 µM), for the others: at the top dose activity change, negative = inhibition, most hits filed as inhibitors | hit rate 0.56% among 390,000 | AID 540317, 2011; further: potency means the concentration at half of the fitted maximal effect; nearly all actives have a fitted effect of over 70% in size; inactives centre near 23
Target sequence (P83916 whole entry, looked up): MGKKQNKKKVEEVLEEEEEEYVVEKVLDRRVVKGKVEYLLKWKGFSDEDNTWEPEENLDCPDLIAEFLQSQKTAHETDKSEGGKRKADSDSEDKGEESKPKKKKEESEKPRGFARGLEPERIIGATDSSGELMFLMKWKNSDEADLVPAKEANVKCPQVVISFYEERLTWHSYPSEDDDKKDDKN
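HP1-beta protein (50 nM final) preincubated 30 min at room temperature with biotinylated H3(1-18)K9me3 peptide (50 nM) in PBS pH 7.4, 0.01% Tween-20, then compound added for 30 min. AlphaScreen streptavidin donor/nickel chelate acceptor beads (10 ug/mL final), 30 min dark, luminescence read.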
12-LOX inh = Primary qHTS assay for inhibitors of human arachidonate 12S-lipoxygenase (ALOX12): Round 2. hit rate 1.1% among 580,000. Potency, µM (highest dose often 108 µM), without a hit: at the highest dose activity change, negative = inhibition, hits mostly inhibitors. Polyunsaturated fatty acid lipoxygenase ALOX12 (Homo sapiens), P18054. purified 12hLO, xylenol orange hydroperoxide absorbance; further: potency means the concentration at half of the fitted maximal effect; on the % scale 0 is the no-effect control and ±100 the full control effect
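Purified human 12hLO (150 nM final) in 25 mM Hepes, 0.01% Triton X-100, pH 7.0 was preincubated 15 min at room temperature with compound. Then 40 uM arachidonic acid was added, 30 min. Hydroperoxide was read by Fe-XO absorbance ratio 573/405 nm.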
BAZ2B block = qHTS Assay for Inhibitors of BAZ2B; Bromodomain adjacent to zinc finger domain protein 2B (Homo sapiens), Q9UIF8; AlphaScreen BAZ2B-H3K14Ac peptide displacement; Potency, µM (doses to about 114 µM), without a hit: at the top dose activity change, negative = inhibition, usual class: inhibitors; hit rate 4.4% among 360,000; AID 504333, 2011; further: potency means the concentration at half of the fitted maximal effect; on the % scale 0 is the no-effect control and ±100 the full control effect; nearly all actives have a fitted effect of over 60% in size
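Multi-concentration screen (max 110 uM) measuring displacement of acetylated histone H3 peptide from BAZ2B by AlphaScreen, using 50 nM protein, 50 nM peptide and 10 ug/mL streptavidin donor plus Ni-chelate acceptor beads.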
* = called active by the depositor; ? = inconclusive; nt = no result given; [ ] = another dose, or the depositor's remark. Unless noted, the call rests on the fitted dose curve; in most records, active means well fitted curve in the direction sought with a large enough effect; inconclusive means small, poorly fitted or top-dose-only effect, or another doubt; inactive means no such curve, though single readings can be large; an effect the other way counts as inactive or inconclusive.

| PI4K2A inh | JMJD2A Tudor | G9a block | ERG-DNA inh | GLS inhibitor | RGS4 inh | HP1b binding inh | 12-LOX inh | BAZ2B block | SMILES |
| --- | --- | --- | --- | --- | --- | --- | --- | --- | --- |
| -0.5 | -1.0% | 8.6% | -6.5% | 2.6% | 4.4% | 54.2%[activator] | 8.3% | 1.8% | CCOC(=O)C1=NOC(C(=O)NN(C)c2ncc(C(F)(F)F)cc2Cl)C1 (stereo not drawn) |
| 3.0 | -4.9% | -4.4%[59 µM] | 0.4% | -5.1% | -4.3% | 19.0% | ? | 0.1% | Cc1ccc(CNC(C)c2ccccc2)s1 (stereo not drawn) |
| -1.8 | -4.2% | 44.7µM* | 20.1% | 0.0% | 1.8% | 44.1%[activator] | -31.0% | -11.8% | Cc1ccc(S(=O)(=O)NNC(=O)CCCCC(=O)NNS(=O)(=O)c2ccc(C)cc2)cc1 |
| 4.8 | -9.4% | 31.6µM* | -3.2% | -1.6% | 19.3% | 31.4% | -1.8% | ? | COCCCN1CN(S(=O)(=O)c2ccc(C)cc2C)c2nc3ccccc3nc21 |
| -5.2 | -17.1% | 10.2% | -4.6% | 2.4% | 0.0% | 26.1% | -1.1% | 2.7% | C[C@@H]1CC[C@@]2(O[C@H](CCO)C[C@@H](O)[C@@H]2O)O1 |
| 3.1 | -35.3% | ? | -2.3% | 2.6% | -20.5% | ? | ? | ? | CCOC(=O)c1c(N)sc2c(O)c(Br)ccc12 |
| -2.6 | -22.6% | -42.7% | -6.6% | 26.2% | -7.7% | -3.1% | 8.91µM* | -4.1% | O=C(O)c1ccc(Cl)cc1Nc1nc2cc(Cl)ccc2o1 |
| 0.0 | -17.1% | 10.1% | -7.6% | -0.5% | 8.1% | 24.4% | 0.8% | 0.5% | CCC(NC(=O)CCc1c(C)c2cc3c4c(oc3cc2oc1=O)CCCC4)C(=O)O (stereo not drawn) |
| 9.1 | -14.3% | ? | 10.6% | -12.0% | ? | 2.4% | ? | -33.4% | Cc1ccc(-n2c(C)cc(/C=N/Nc3ccc([N+](=O)[O-])cn3)c2C)cc1 |
| -7.8 | -0.3% | 9.5%[59 µM] | 9.9% | 3.3% | 3.4% | 39.7%[activator] | -7.2% | -6.9% | O=C(Nc1ccc(C(F)(F)F)cc1)c1cnc(N2CCN(c3ccccn3)CC2)c2ccccc12 |
| -0.8 | 2.1% | nt | 3.3% | 1.7% | -29.3% | 35.5% | 31.6µM* | nt | Cc1ccc(NC(=S)NC(=O)C2CCCCC2)c(Br)c1 |
| -8.1 | -3.6% | -4.1%[12.7 µM] | 22.4% | -6.0% | -6.3% | 17.5% | -13.6% | 0.1% | COC(=O)c1cnc[nH]1 |
| 11.4 | -7.9% | -3.9% | -4.2% | 0.9% | 14.6% | 36.2% | -1.7% | -13.2% | CCOCCCNC(=S)N1CCC(NC(=O)C2CCCCC2)CC1 |
| 7.6 | ? | 35.5µM* | 1.4% | -0.4% | 4.2% | 0.0% | ? | 56.2µM* | CC1(C)Cc2ccccc2/C(=C/C(=O)N2CCCCCC2)N1 |
| 2.7 | -4.1% | 3.8% | -0.3% | -2.4% | -18.0% | 32.6% | -23.9% | -2.1% | O=c1ccc(-c2nc3ccccc3n2Cc2ccccc2Cl)c[nH]1 |
| -2.0 | -5.9% | 79.4µM* | -16.3% | 1.5% | 5.2% | 13.0% | -29.4% | -3.4% | COc1ccc(CN2CCNC(=O)C2CC(=O)NCC2CCOCC2)c(F)c1 (stereo not drawn) |
| -1.2 | -23.2% | -14.3% | 7.0% | -4.1% | -13.6% | 18.5% | ? | -17.3% | CCCCCN1CC(=O)N2Cc3[nH]c4ccccc4c3C[C@H]2C1=O |
| 0.0 | -10.5% | 8.3%[59 µM] | 2.6% | 1.7% | 16.2% | 23.1% | -14.8% | 2.9% | NC(=O)NCc1ccccc1 |
| -2.4 | 0.0% | ? | 12.0% | -14.4% | 5.9% | 16.7% | 0.0% | 2.2% | COc1ccc(C(=O)OC(C(=O)c2ccc(C)cc2)c2ccccc2)cc1 (stereo not drawn) |
| -0.3 | -8.2% | -10.8% | 2.4% | 5.0% | -10.3% | 9.7% | -13.3% | 9.8% | CSCCC(NC(=O)c1ccccc1Cl)C(=O)NCC(c1ccco1)N1CCCCC1 (stereo not drawn) |

As a short view, some entries already given.
| PI4K2A inh | JMJD2A Tudor | G9a block | ERG-DNA inh | GLS inhibitor | RGS4 inh | HP1b binding inh | 12-LOX inh | BAZ2B block | SMILES |
| --- | --- | --- | --- | --- | --- | --- | --- | --- | --- |
| -7.8 | -0.3% | 9.5%[59 µM] | 9.9% | 3.3% | 3.4% | 39.7%[activator] | -7.2% | -6.9% | O=C(Nc1ccc(C(F)(F)F)cc1)c1cnc(N2CCN(c3ccccn3)CC2)c2ccccc12 |
| -0.8 | 2.1% | nt | 3.3% | 1.7% | -29.3% | 35.5% | 31.6µM* | nt | Cc1ccc(NC(=S)NC(=O)C2CCCCC2)c(Br)c1 |
| -8.1 | -3.6% | -4.1%[12.7 µM] | 22.4% | -6.0% | -6.3% | 17.5% | -13.6% | 0.1% | COC(=O)c1cnc[nH]1 |
| 11.4 | -7.9% | -3.9% | -4.2% | 0.9% | 14.6% | 36.2% | -1.7% | -13.2% | CCOCCCNC(=S)N1CCC(NC(=O)C2CCCCC2)CC1 |
| 7.6 | ? | 35.5µM* | 1.4% | -0.4% | 4.2% | 0.0% | ? | 56.2µM* | CC1(C)Cc2ccccc2/C(=C/C(=O)N2CCCCCC2)N1 |
| 2.7 | -4.1% | 3.8% | -0.3% | -2.4% | -18.0% | 32.6% | -23.9% | -2.1% | O=c1ccc(-c2nc3ccccc3n2Cc2ccccc2Cl)c[nH]1 |
| -2.0 | -5.9% | 79.4µM* | -16.3% | 1.5% | 5.2% | 13.0% | -29.4% | -3.4% | COc1ccc(CN2CCNC(=O)C2CC(=O)NCC2CCOCC2)c(F)c1 (stereo not drawn) |
| -1.2 | -23.2% | -14.3% | 7.0% | -4.1% | -13.6% | 18.5% | ? | -17.3% | CCCCCN1CC(=O)N2Cc3[nH]c4ccccc4c3C[C@H]2C1=O |
| 0.0 | -10.5% | 8.3%[59 µM] | 2.6% | 1.7% | 16.2% | 23.1% | -14.8% | 2.9% | NC(=O)NCc1ccccc1 |
| -2.4 | 0.0% | ? | 12.0% | -14.4% | 5.9% | 16.7% | 0.0% | 2.2% | COc1ccc(C(=O)OC(C(=O)c2ccc(C)cc2)c2ccccc2)cc1 (stereo not drawn) |
| -0.3 | -8.2% | -10.8% | 2.4% | 5.0% | -10.3% | 9.7% | -13.3% | 9.8% | CSCCC(NC(=O)c1ccccc1Cl)C(=O)NCC(c1ccco1)N1CCCCC1 (stereo not drawn) |

The list is partial; rates above refer to the full screens.
